# Compound activity as filed in PubChem BioAssay.
# RECQ1 helicase: qHTS Assay for Inhibitors of RecQ-Like Dna Helicase 1 (RECQ1) | RECQ1 DNA unwinding, red fluorescence kinetic read | ATP-dependent DNA helicase Q1 (Homo sapiens), P46063 | 240,000 tested, 0.54% active | Potency, µM (series often up to 57.3 µM), inactives show at the highest dose activity, negative = inhibition, usual class: inhibitors;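 note: plate controls were vehicle for no effect and no enzyme for full effect; nearly all actives have a fitted effect of over 30% in size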
#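 50 nM RECQ1T1 preincubated 15 min with compound in Tris pH 8.0 buffer with MgCl2, DTT, Tween-20 and 2.5 ug/ml poly(dI-dC); started with 200 nM TAMRA/BHQ-2 forked duplex and 2 mM ATP. Unwinding read as fluorescence (525/598 nm), two reads 2 h apart.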
# Tau ThT inhib: qHTS for Inhibitors of Tau Fibril Formation, Thioflavin T Binding; Potency, µM (series often up to 57.4 µM), without a hit: top-dose activity, negative = inhibition, most hits filed as inhibitors; Microtubule-associated protein tau (Homo sapiens), P10636; recombinant tau K18 P301L (four-repeat tau fragment), heparin-induced fibrillization, ThT fluorescence; AID 1460, 2008; 270,000 tested, 2.1% active; note: nearly all actives have a fitted effect of over 55% in size
# Target sequence (P10636 561-689 P618L limits assumed): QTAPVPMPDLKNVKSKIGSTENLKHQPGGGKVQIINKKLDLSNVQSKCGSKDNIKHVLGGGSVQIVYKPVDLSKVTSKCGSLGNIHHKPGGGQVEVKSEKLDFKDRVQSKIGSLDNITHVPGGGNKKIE
#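 Tau K18 P301L fragment (15 uM unlabeled plus 0.24 uM Alexa 594-labeled) in 100 mM sodium acetate pH 7 with compound, fibrillization induced by 20 uM heparin for 6 hr at 37 C. Thioflavin T (30 uM) added, fluorescence read after 1 hr (ex 450, em 510 nm).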
# JMJD2E inh: qHTS Assay for Inhibitors of Human Jumonji Domain Containing 2E (JMJD2E); Potency, µM (titrated, usually from 57.1 µM), inactives show at the highest dose activity change, negative = inhibition, most hits filed as inhibitors; Lysine-specific demethylase 4E (Homo sapiens), B2RXH2; JMJD2E catalytic domain, FDH-coupled NADH fluorescence (FDH is formaldehyde dehydrogenase); 230,000 tested, 1.6% active; active = well fitted inhibition curve with a large enough effect, not every such curve was filed as active; inconclusive = small, poorly fitted or top-dose-only effect, or another doubt; inactive = no such curve, though single readings can be large or run the other way;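 note: 0% = wells with enzyme and -100% = buffer wells without enzyme; nearly all actives have a fitted effect of over 50% in size; many of its hits are not listed in these tables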
# Target sequence (B2RXH2 1-337 limits assumed): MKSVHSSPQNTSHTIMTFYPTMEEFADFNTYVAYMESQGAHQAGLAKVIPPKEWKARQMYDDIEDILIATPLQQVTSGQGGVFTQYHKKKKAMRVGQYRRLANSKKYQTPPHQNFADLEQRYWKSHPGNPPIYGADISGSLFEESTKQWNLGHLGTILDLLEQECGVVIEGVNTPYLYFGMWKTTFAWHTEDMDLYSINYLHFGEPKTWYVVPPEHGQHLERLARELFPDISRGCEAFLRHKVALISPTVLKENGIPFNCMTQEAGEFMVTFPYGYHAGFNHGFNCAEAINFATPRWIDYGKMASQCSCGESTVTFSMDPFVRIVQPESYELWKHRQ
# Numbers without * were called inactive; i = inactive; ? = inconclusive. Unless noted, calls come from the whole dose curve; as a rule, active = well fitted inhibition curve with a large enough effect; inconclusive = small, poorly fitted or top-dose-only effect; inactive = flat fitted curve, though single readings scatter. Unless noted, % is set by controls: 0 for no effect and ±100 for the full control effect; potency is the fitted concentration of half-maximal effect.
SMILES,RECQ1 helicase,Tau ThT inhib,JMJD2E inh
CCCCCCNC(=O)N1C/C=C\C(c2ccc(OC)cc2)N(Cc2ccc(F)cc2)C(=O)C1 (stereo not drawn),-2%,-7%,-3%
Cc1ccc2cc(CCl)c(Cl)nc2c1,-4%,-15%,-23%
Cc1ccc(-n2nc(C)c(=O)c(-c3ccccc3)c2NC(=O)C(C)C)cc1,9%,-10%,1%
COc1ccc(N2CCC(CNC(=S)Nc3c(C)cc(C)cc3C)C2)cc1 (stereo not drawn),-11%,?,?
Cc1ccc(C(=O)Nc2cccc(C(F)(F)F)c2)cc1Nc1ccccn1,-19%,-3%,-29%
CCOC(=O)Cc1cc(=O)c2cc(C)ccc2[nH]1,i,-8%,-11%
O=C1/C(=C/c2ccc(F)cc2)SC(=S)N1N1CCOCC1,-18%,-6%,0%
Cc1ccc(/C=C2\SC(=S)N(c3cccnc3)C2=O)o1,?,16µM*,11µM*
Cc1cc(NC(=O)COC(=O)c2cccc(S(=O)(=O)N(C)C3CCCCC3)c2)no1,i,-12%,1%
Cc1cccc(N2CCN(CC(O)COc3ccc(Cl)cc3)CC2)c1 (stereo not drawn),i,?,-9%
C/C(=N\NC(N)=S)c1ccc(-n2ccnc2)cc1,5%,?,-2%
COCCN(CCOC)c1ncnc2c1cnn2-c1ccccc1,3%,2%,4%
COc1ccc2c3c([nH]c2c1)C1CC2C(CC(O)C(OC)C2C(=O)O)CN1CC3 (stereo not drawn),3%,?,?
CCOC(=O)C(=NC1CCS(=O)(=O)C1)NNc1ccccc1Cl (stereo not drawn),i,?,?
CC1OC(OC2C(OC3C(O[C@H]4CC[C@]5(C)C6C=C[C@]78OC[C@@]9(CC[C@@H](C)[C@H](C)C97)[C@H](O)C[C@@]8(C)[C@]6(C)CC[C@H]5C4(C)C)OC(C)C(O)C3O)OC(CO)C(O)C2O)C(O)C(O)C1O (stereo partly drawn),i,-16%,-11%
COc1cc(/C=C(\C#N)c2ccccn2)cc(OC)c1O,1%,?,15%
Cc1ccc2c(c1)C1CN(C)CCC1N2C(=S)NC(=O)c1ccc(Cl)cc1Cl (stereo not drawn),11%,-3%,-7%
C=C1CCN([C@@H](C)C(=O)NCCCCCC)S(=O)(=O)c2ccccc21,i,0%,15%
CCN1CCN(Cc2ccc(NC(=O)c3ccc(C)c(NC(=O)c4ccnnc4)c3)cc2C(F)(F)F)CC1,10%,5%,-1%
COc1ccc(OC)c(NC(=O)N2CCCC(C)C2)c1 (stereo not drawn),i,-4%,13%

# Rewritten with values under each structure: part of the list above
# Each structure is followed by: RECQ1 helicase	Tau ThT inhib	JMJD2E inh
> C/C(=N\NC(N)=S)c1ccc(-n2ccnc2)cc1
  5%	?	-2%
> Cc1ccc2cc(CCl)c(Cl)nc2c1
  -4%	-15%	-23%
> COc1ccc(N2CCC(CNC(=S)Nc3c(C)cc(C)cc3C)C2)cc1 (stereo not drawn)
  -11%	?	?
> COc1ccc(OC)c(NC(=O)N2CCCC(C)C2)c1 (stereo not drawn)
  i	-4%	13%
> Cc1ccc(-n2nc(C)c(=O)c(-c3ccccc3)c2NC(=O)C(C)C)cc1
  9%	-10%	1%
> CCOC(=O)C(=NC1CCS(=O)(=O)C1)NNc1ccccc1Cl (stereo not drawn)
  i	?	?

# Additional structures
SMILES,RECQ1 helicase,Tau ThT inhib,JMJD2E inh
COc1ccc(C2OCC3(O)C(c4ccc(OC)c(OC)c4)OCC23)cc1OC (stereo not drawn),14%,-8%,7%
C=C1CCN(C(C)C(=O)O)S(=O)(=O)c2ccccc21 (stereo not drawn),i,4%,-7%
C/C=C/C(=O)N1CC2(CC(c3cccc(NC(=O)CC(c4ccccc4)c4ccccc4)c3)=NO2)C[C@H]1C(N)=O (stereo partly drawn),0%,7%,3%
Cc1nc(C(=O)NC2CC2)sc1C1(C)CC(c2cccc([N+](=O)[O-])c2)=NO1 (stereo not drawn),i,-6%,1%
CCOC(=O)CNC(=O)c1sc(NC(=O)/C=C/c2ccccc2)nc1C,16%,-4%,?
O=C(NC1CC1)C1=C[C@@H](c2ccc3c(c2)OCO3)C[C@@H](OCCCCO)O1,i,-7%,-16%
CCOC(=O)/C(=N\Nc1ccccc1Cl)N1CC(C)OC(C)C1 (stereo not drawn),i,-9%,-3%
Cc1cc2nc(CO)[nH]c2cc1C,10%,1%,-1%
c1cc(-n2nnc3cnccc32)ccn1,2%,-4%,-5%
CC(C)(C)OC(=O)NCCCC[C@H](NC(=O)c1[nH]cnc1C(=O)Nc1ccccc1)C(=O)OC(C)(C)C,-22%,3%,-1%
C=C1[C@@H](OC(C)=O)CC[C@]2(C)[C@@H]1C[C@@H]1C[C@H](OC(C)=O)C(C)=C([C@@H](OC(C)=O)[C@@H]2OC(C)=O)C1(C)C,-4%,-4%,0%
O=c1cc(-c2cccnc2)oc2c1ccc1ccccc12,i,-10%,?
NC(=O)CC(NC(=O)Cc1cccc2ccccc12)c1ccc(NCCOc2ccccc2)c([N+](=O)[O-])c1 (stereo not drawn),1%,?,1%
O=C(CN1CCCc2ccccc21)NC(=O)NCc1ccccc1,9%,-2%,-3%
C=CC1CN(CC(=O)OC)S(=O)(=O)c2ccccc21 (stereo not drawn),20%,4%,4%
O=c1[nH]c(CN2CCN(c3ncccn3)CC2)nc2c(Br)cc(Br)cc12,2%,-5%,-9%
COc1cccc(C2(O)CCN(C(=O)C(C)C)CC2)c1,i,4%,-2%
NC(=O)CC(NC(=O)c1ccc(Br)cc1)c1ccc(N2CCN(c3ccccn3)CC2)c([N+](=O)[O-])c1 (stereo not drawn),10%,?,4%
COc1cc2oc3cc(C)oc(=O)c3c2cc1OC,3%,?,?
COc1ccc([C@H]2C=C3CN(C(=O)OC(C)(C)C)S(=O)(=O)[C@H]3C[C@H]2OC(=O)c2cccs2)cc1,-8%,3%,4%

# 4 entries from above, bar-delimited:
Molecule | RECQ1 helicase | Tau ThT inhib | JMJD2E inh
CC1OC(OC2C(OC3C(O[C@H]4CC[C@]5(C)C6C=C[C@]78OC[C@@]9(CC[C@@H](C)[C@H](C)C97)[C@H](O)C[C@@]8(C)[C@]6(C)CC[C@H]5C4(C)C)OC(C)C(O)C3O)OC(CO)C(O)C2O)C(O)C(O)C1O (stereo partly drawn) | i | -16% | -11%
COc1cc(/C=C(\C#N)c2ccccn2)cc(OC)c1O | 1% | ? | 15%
Cc1ccc2c(c1)C1CN(C)CCC1N2C(=S)NC(=O)c1ccc(Cl)cc1Cl (stereo not drawn) | 11% | -3% | -7%
C=C1CCN([C@@H](C)C(=O)NCCCCCC)S(=O)(=O)c2ccccc21 | i | 0% | 15%

# Next records follow:
SMILES,RECQ1 helicase,Tau ThT inhib,JMJD2E inh
Cc1ccc(NC(=O)[C@@H]2CCCN2S(=O)(=O)c2ccccc2F)cc1,-6%,-6%,-10%
COCCNC(=O)c1ccc2c3n(nc2c1)-c1ccc(C)cc1CO3,i,?,?
COc1cc([C@@H]2c3cc4c(cc3[C@@H](O)[C@@H](CO)[C@@H]2CO)OCO4)cc(OC)c1O[Si](C)(C)C(C)(C)C,i,-4%,6%
Cc1ccc(CN(C)C(=O)c2ccc3c(c2)NC(=O)CS3)o1,15%,?,-9%
O=C(Nc1nnc(CC2=CCCCC2)s1)Nc1ccccc1F,-2%,-2%,14%
Nc1cc(S(=O)(=O)c2ccc(O)c(N)c2)ccc1O,i,?,-11%
COc1ccc(CCn2c(NN=C(C)C)nc3c2c(=O)[nH]c(=O)n3C)cc1,13%,22µM*,?
Cc1cc2nc(Cl)c(Cl)nc2cc1C,-12%,-14%,-16%
CCO[C@H]1OC(C(=O)NC2CC2)=C[C@@H](C2CCCCC2)[C@@H]1CCCO,i,7%,8%
Cc1c(-n2c(SCC(=O)O)nnc2-c2ccccc2Br)c(=O)n(-c2ccccc2)n1C,-2%,-4%,-28%
C/C=C\C(=O)Nc1cccc(C2=NOC3(C2)C[C@@H](C(N)=O)N(C(=O)c2ccc(OC)cc2)C3)c1 (stereo partly drawn),i,5%,2%
C#CCO[C@@H]1C[C@H](n2cnc3c(NC(=O)c4ccccc4)ncnc32)O[C@@H]1CO,i,13%,-1%
NS(=O)(=O)c1ccc(CNC(=O)c2ccc(S(=O)(=O)C(F)F)cc2)cc1,-3%,8%,-8%
CCC(C)[C@H]1CN=C(N)N1CCCc1cc(OC)c(OC)c(OC)c1 (stereo partly drawn),-3%,9%,-3%
CCC(=O)Nc1cccc(C2=NOC3(C2)C[C@@H](C(N)=O)N(C(=O)C(c2ccccc2)c2ccccc2)C3)c1 (stereo partly drawn),i,4%,8%
CC(=O)Oc1ccc2oc(-c3ccccc3)c(C(N)=O)c2c1,-2%,4%,?
CCN(C(=O)CSc1nnc(-c2cccs2)n1CC)C1CCS(=O)(=O)C1 (stereo not drawn),i,7%,1%
COc1cc(/C=C/C(=O)O)cc(S(=O)(=O)Nc2cccc(S(=O)(=O)N3CCOCC3)c2)c1OC,-2%,9%,-11%
Cn1c(N)c(C(=O)COC(=O)c2ccc(Cl)c(S(=O)(=O)N3CCCC3)c2)c(=O)n(C)c1=O,i,-10%,-14%
COc1ccc(-c2ccc(OC)c([C@H]3[C@H]4C=CC[C@@H](C)[C@@H]4C(=O)N3Cc3ccccc3)c2)cc1C,i,1%,?

# Part of the list above, with two lines to a compound:
# Under each structure – RECQ1 helicase	Tau ThT inhib	JMJD2E inh
- NS(=O)(=O)c1ccc(CNC(=O)c2ccc(S(=O)(=O)C(F)F)cc2)cc1
  -3%	8%	-8%
- CCC(C)[C@H]1CN=C(N)N1CCCc1cc(OC)c(OC)c(OC)c1 (stereo partly drawn)
  -3%	9%	-3%
- CCC(=O)Nc1cccc(C2=NOC3(C2)C[C@@H](C(N)=O)N(C(=O)C(c2ccccc2)c2ccccc2)C3)c1 (stereo partly drawn)
  i	4%	8%
- CC(=O)Oc1ccc2oc(-c3ccccc3)c(C(N)=O)c2c1
  -2%	4%	?

# This is a subset, so the mix of outcomes need not match the whole.
